Screens (PubChem BioAssay)
Pol eta inh = blocks human DNA polymerase eta activity. Potency, µM (series often up to 114 µM), inactives show at the highest dose activity change, negative = inhibition, actives largely listed as inhibitors. Q9Y253. AID 588591. 390,000 compounds, 1.2% hits. recombinant Pol eta, fluorescent DNA replication assay; further: on the % scale 0 is the no-effect control and ±100 the full control effect
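Fluorescent replication assay: 50 nM final substrate added after a 15 min room-temperature compound preincubation with 10 nM enzyme. Signal taken at 0 min and again at 10 min.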
BAZ2B block = inhibitors of human BAZ2B bromodomain. Potency, µM (top dose mostly 114 µM), for inactives: top-dose activity change, negative = inhibition, actives largely listed as inhibitors. 360,000 compounds, 4.4% hits. AlphaScreen BAZ2B-H3K14Ac peptide displacement; further: on the % scale 0 is the no-effect control and ±100 the full control effect; nearly all actives have a fitted effect of over 60% in size
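BAZ2B (50 nM) with biotin-H3(5-23)K14Ac peptide (50 nM) in PBS pH 7.4, 0.01% Tween-20, preformed 30 min, then compound 30 min at room temperature; top concentration 110uM. AlphaScreen streptavidin donor/nickel chelate acceptor beads (10 ug/mL final), 20 min dark, signal read.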
POLI inh = DNA polymerase iota (human) inhibition | Potency, µM (doses to about 115 µM), for inactives: at the top dose activity, negative = inhibition, most hits filed as inhibitors | Pol iota fluorescent replication assay, 10 min | 390,000 compounds, 1% hits | Q9UNA4
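Fluorescent replication assay read twice, at 0 min and 10 min after adding 50 nM (final) substrate. Enzyme (10 nM) and compounds were first incubated 15 min at room temperature; enzyme-free buffer wells were negative controls.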
JMJD2A Tudor inh = JMJD2A Tudor domain (human) inhibition | O75164 | AlphaScreen JMJD2A-Tudor / H3K4me3 peptide binding | Potency, µM (doses to about 114 µM), for the others: top-dose activity change, negative = inhibition, most hits filed as inhibitors | 390,000 compounds, 4.4% hits | AID 504339; further: on the % scale 0 is the no-effect control and ±100 the full control effect; nearly all actives have a fitted effect of over 50% in size
POLK inh = DNA polymerase kappa (human) inhibition. Q9UBT6. purified Pol kappa, fluorescent DNA synthesis assay, 10 min. Potency, µM (doses to about 107 µM), for the others: at the top dose activity, negative = inhibition, actives largely listed as inhibitors. 400,000 compounds, 0.53% hits. AID 588579; further: on the % scale 0 is the no-effect control and ±100 the full control effect
Target sequence (Q9UBT6 whole entry, looked up): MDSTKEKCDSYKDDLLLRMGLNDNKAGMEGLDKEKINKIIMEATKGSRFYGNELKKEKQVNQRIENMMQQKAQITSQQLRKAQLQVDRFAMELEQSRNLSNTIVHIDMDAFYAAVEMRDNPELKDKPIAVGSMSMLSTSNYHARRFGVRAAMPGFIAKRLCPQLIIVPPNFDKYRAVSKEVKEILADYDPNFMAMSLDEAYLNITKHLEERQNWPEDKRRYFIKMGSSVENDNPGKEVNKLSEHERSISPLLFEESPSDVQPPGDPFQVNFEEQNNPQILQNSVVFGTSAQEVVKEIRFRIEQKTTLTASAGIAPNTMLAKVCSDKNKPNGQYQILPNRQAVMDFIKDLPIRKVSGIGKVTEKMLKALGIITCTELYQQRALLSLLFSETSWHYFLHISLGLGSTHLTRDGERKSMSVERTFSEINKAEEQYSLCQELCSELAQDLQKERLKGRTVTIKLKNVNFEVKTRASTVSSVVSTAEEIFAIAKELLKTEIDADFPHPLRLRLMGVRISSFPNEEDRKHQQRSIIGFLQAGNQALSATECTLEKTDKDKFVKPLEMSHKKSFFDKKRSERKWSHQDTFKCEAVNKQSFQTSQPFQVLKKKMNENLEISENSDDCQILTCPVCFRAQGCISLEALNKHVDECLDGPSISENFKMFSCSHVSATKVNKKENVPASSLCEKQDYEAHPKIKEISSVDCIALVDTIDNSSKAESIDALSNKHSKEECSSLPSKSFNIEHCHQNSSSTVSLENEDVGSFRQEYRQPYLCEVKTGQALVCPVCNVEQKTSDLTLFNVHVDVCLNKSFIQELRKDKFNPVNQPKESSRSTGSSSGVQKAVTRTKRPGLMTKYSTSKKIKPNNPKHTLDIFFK
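10 nM Pol kappa was preincubated with compounds for 15 min at room temperature. Reaction started with 50 nM (final) substrate. Fluorescence read kinetically at 0 and 10 min.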
APE1 inh = APE1 (human) endonuclease inhibition. Potency, µM (top dose mostly 65.8 µM), for the others: at the top dose activity change, negative = inhibition, actives largely listed as inhibitors. 350,000 compounds, 0.35% hits. P27695. recombinant APE1, TAMRA/BHQ-2 abasic DNA cleavage fluorescence;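 further: plate controls were vehicle for no effect and reference inhibitor for full effect; nearly all actives have a fitted effect of over 55% in size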
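Step 1: APE1 (0.75 nM) with compound, 15 min RT. Step 2: add 50 nM fluorophore/quencher THF duplex. Step 3: three fluorescence reads 60 s apart (525/598 nm); read 3 minus read 1 = reaction progress.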
POLB inh = inhibitors of human DNA polymerase beta; Potency, µM (titrated, usually from 114 µM), for inactives: top-dose activity change, negative = inhibition, most hits filed as inhibitors; 340,000 compounds, 1.3% hits; Pol beta primer extension/strand displacement, fluorescence kinetic; P06746; further: on the % scale 0 is the no-effect control and ±100 the full control effect
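Human Pol beta at 10 nM; strand-displacement substrate 50 nM final. Compound exposure 15 min at room temperature before start, reaction 10 min at room temperature.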
BLM helicase inh = blocks DNA unwinding by human BLM helicase. P54132. recombinant BLM DNA unwinding, fluorescence dequenching. Potency, µM (doses to about 56.1 µM), inactives show top-dose activity change, negative = inhibition, most hits filed as inhibitors. 350,000 compounds, 0.2% hits;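 further: plate controls were vehicle for no effect and no enzyme for full effect; nearly all actives have a fitted effect of over 35% in size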
G9a block = inhibitors of human histone lysine methyltransferase G9a; Q96KQ7; G9a H3K9 monomethylation, AlphaScreen, 2 h; Potency, µM (top dose mostly 102 µM), for the others: top-dose activity, negative = inhibition, most hits filed as inhibitors; 350,000 compounds, 8.8% hits; AID 504332; further: on the % scale 0 is the no-effect control and ±100 the full control effect; nearly all actives have a fitted effect of over 75% in size
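Using a bead-based AlphaScreen, monomethylated H3K9 product from 2 h room-temperature reactions (G9a 20 nM, peptide 500 nM, SAM 20 uM) was detected with 0.5 ug/mL rabbit anti-H3K9me1 antibody.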
The depositor's hits bear a star; ? = inconclusive; . = no result given; & = joins results of further samples; [ ] = remark or other dose. The call rests on the fitted dose curve; in most records, active means well fitted curve in the direction sought with a large enough effect; inconclusive means small, poorly fitted or top-dose-only effect, or another doubt; inactive means no such curve, though single readings can be large; an effect the other way counts as inactive or inconclusive. Potency means the concentration at half of the fitted maximal effect. These rows are one share of the data. The share of hits here may be higher or lower than overall.

SMILES	Pol eta inh	BAZ2B block	POLI inh	JMJD2A Tudor inh	POLK inh	APE1 inh	POLB inh	BLM helicase inh	G9a block
Cc1cccc(NC(=O)c2nc[nH]c2C(=O)N[C@@H](CCCCNC(=O)OC(C)(C)C)C(=O)OC(C)(C)C)c1	-17.1%	3.6%	19.8%	-15.9%	4.6%	-0.2%	-14.4%	-20.2%	19.7%[59 µM]
CC[C@H]1OC(=O)[C@H](C)[C@@H](O[C@H]2C[C@@](C)(OC)[C@@H](O)[C@H](C)O2)[C@H](C)[C@@H](O[C@@H]2O[C@H](C)C[C@H](N(C)C)[C@H]2O)[C@](C)(O)C[C@@H](C)[C@@H]2N[C@@H](COCCOC)O[C@H]([C@H]2C)[C@]1(C)O	-10.7%	?	-12.1%	-2.1%	-13.9%	3.1%	-2.4%	0.5%	-0.5%
Cc1ccccc1CCN(C(=O)CN1C(=O)c2ccccc2S1(=O)=O)C(C(=O)NCC1CCCO1)c1ccncc1 (stereo not given)	-15.1%	1.9%	9.5%	-5.5%	2.1%	6.9%	-3.2%	1.3%	1.3%[59 µM]
Cc1ccc(-c2nn(C)c(=O)c3ccccc23)cc1CO	11.8%	-0.4%	13.5%	-8.6%	2.2%	-1.6%	12.1%	-11.2%	-3.8%[59 µM]
CC12CCC(C(=O)N(NC(=O)c3cccnc3)C1=O)C2(C)C (stereo not given)	-21.7%	-5.5%	-9.9%	0.7%	-3.9%	2.8%	49.0%	0.1%	-10.7%[59 µM]
Cn1c(=O)[nH]c(=O)c2c1nc(NCCCO)n2Cc1ccc(F)cc1	-8.4%	36.7%	2.2%	-1.3%	3.7%	3.9%	7.3%	-21.0%	17.8%[59 µM]
COc1ccc(C(C(=O)NC(C)(C)C)N(C(=O)CNC(=O)c2cccs2)c2ccc(C)cc2)cc1OC (stereo not given)	-12.7%	5.4%	-10.6%	-14.5%	-9.7%	-2.7%	25.2%	-2.6%	56.3%[activator][59 µM]
COCCOc1cc(NC(=O)CS(=O)CC(=O)N(C)C)c(Cl)cc1Cl (stereo not given)	-9.3%	0.6%	-7.1%	-12.5%	-2.1%	4.0%	-26.3%	-3.9%	16.4%
COC(=O)C1=C(C(=O)OC)[C@@H]2N(C)c3ccc(OC)cc3[C@@]23C[C@@H](C(=O)OC)N(C(=O)C2CCC2)C3=N1	-11.1%	11.2µM*	-7.4%	25.1µM*	0.1%	3.2%[12.4 µM]	-2.3%	-1.8%[12.4 µM]	?
CCN(CC)c1ccc(/C=N/NC(=O)c2nnn(-c3nonc3N)c2-c2ccc(C)cc2)cc1	-7.2%	-19.0%	-9.6%	5.1%	-7.5%	-8.6%	35.0%	-8.1%	.
CC(C(=O)Nc1cccnc1)C1Sc2ccccc2NC1=O (stereo not given)	-9.6%	-3.7%	22.0%	-8.4%	1.3%	8.0%	28.9%	-3.8%	.
Cn1c(CCC(=O)OCC(=O)NCc2ccc3c(c2)OCO3)nc(=O)c2ccccc21	-17.1%	.	45.7%[activator]	-8.4%	0.7%	-1.4%	-7.3%	1.8%	-28.1%
COc1ccc(NC(=O)[C@@H]2CC=C[C@@H]3CCN(Cc4ccccc4)C(=O)[C@@H]32)cc1	-7.4%	.	22.3%&-1.5%	-13.4%	7.2%&21.1%	.	.	.	.
c1ccc(COc2cccc(CN3CCCCC3)c2)cc1	5.9%	?	4.8%	25.1µM*	-7.2%	4.2%	3.3%	4.3%	35.5µM*
Cc1ccc2nnc(Cl)n2n1	-14.3%	-1.5%	-14.0%	5.4%	1.2%	0.2%	1.2%	2.3%	11.7%[59 µM]
N#C/C(=C/c1ccc(-c2ccc([N+](=O)[O-])cc2)o1)C(=O)Nc1nc(-c2cccs2)cs1	?	.	?	-17.2%	?	.	.	.	.
Cc1cc(Cl)ccc1NC(=O)c1cc(S(=O)(=O)N2CCOCC2)cn1C	-22.7%	2.6%	-1.4%	-16.0%	-18.6%[60.1 µM]	.	-18.7%	1.4%	9.8%[59 µM]
CCOC(=O)Cc1csc(NC(=S)NC(=O)CC(C)C)n1	-19.2%	-28.5%	67.1%[activator]	-10.4%	-3.2%	12.8%	1.3%	0.1%	-3.5%[59 µM]
CCC1Sc2ccc(S(=O)(=O)Nc3ccc(OC)c(OC)c3)cc2NC1=O (stereo not given)	-13.5%	-21.4%	79.4%[activator]	-26.9%	-20.2%	12.6%	-9.0%	-1.8%	?
CC(=O)Oc1ccc(N(C(C)=O)S(=O)(=O)c2cc([N+](=O)[O-])ccc2C)cc1	?	?	-3.7%	-22.0%[57.1 µM]	-5.5%	1.9%	-0.2%	-5.6%	6.0%[59 µM]
CCN(C(=O)COC(=O)CCC(=O)c1cccs1)c1c(N)n(Cc2ccccc2)c(=O)[nH]c1=O	-1.8%	10.0%	26.2%	-9.7%	-13.5%	3.6%	.	.	-8.2%
Cc1ccc(/C=C/C(=O)OCC(=O)NCc2ccc(Cl)cc2)o1	-23.4%	7.3%	33.6%[activator]	-13.7%	-13.3%	-10.6%	.	.	-2.4%[2.33 µM]
CCn1c(SCC(=O)Nc2nc3c(s2)CCCC3)nnc1-c1ccccc1	-2.2%	?	-7.1%[58.9 µM]	?	1.2%	-1.3%	1.2%	-5.1%	?
CCc1ccc2c(c1)NC(c1ccc(F)cc1)=NC(c1ccncc1)=N2	-23.0%	-39.0%	18.5%	-32.7%	6.1%	.	21.8%	-1.2%	-9.1%[59 µM]
O=C(Nc1nc2ccccc2s1)c1cc2c(s1)-c1ccccc1OC2	-3.8%	8.0%	-17.9%	-26.4%	0.5%	3.8%	1.7%	-8.1%	7.0%
SMILES	Pol eta inh	BAZ2B block	POLI inh	JMJD2A Tudor inh	POLK inh	APE1 inh	POLB inh	BLM helicase inh	G9a block
O=C(Cn1cnc([N+](=O)[O-])n1)NC1CC1	-5.8%	-30.6%	21.0%	1.7%	-2.2%	-3.3%	0.8%	-6.1%	-0.4%
Cc1ccc(/C(O)=C2\C(=O)C(=O)N(CCc3c[nH]c4ccccc34)C2c2cccnc2)cc1 (stereo not given)	-9.8%	-3.6%	18.1%	?	-25.5%	1.8%	-23.9%	-1.9%	50.1µM*
Cc1[nH]c2ccc(C(C)C)cc2c1CC(=O)O	-2.3%	-11.5%	26.5%	-25.2%	-11.2%	15.3%	31.4%	-4.8%	.
O=C(Cn1cccc1C(=O)c1ccccc1)NCCN1CCOCC1	-10.7%	11.6%	-0.9%	-11.8%	-16.0%	6.0%	19.6%	3.9%	-12.8%[59 µM]
CCCCNC(=S)N(CCCN(C)C)Cc1cc2cc3c(cc2[nH]c1=O)OCO3	-12.3%	?	-9.4%	-12.6%	-6.6%	6.9%	2.0%	-15.6%	.
CC1Cc2cc(/C(O)=C3/C(=O)C(=O)N(CCCn4ccnc4)C3c3ccc(Br)cc3)ccc2O1 (stereo not given)	-5.5%	-18.6%	-3.7%	-8.2%	-16.1%	-9.4%	58.4%	-2.4%	.
COC(=O)C1=C(O)/C(=C\c2ccc(O)c(OC)c2)N=C1C	-0.1%	-7.5%	?	-23.7%	-10.1%	-6.4%	-13.1%	-3.9%	?
COc1ccc(COc2ccsc2C(=O)Nc2ccc(Cl)cc2)cc1	-17.9%	-0.2%	7.2%	-18.0%	-20.2%	0.4%	?	-10.0%	10.7%[59 µM]
CSc1nn(Cc2ccc(Cl)cc2)c(N(C(C)=O)C(C)=O)c1S(=O)(=O)c1ccccc1	-24.5%	-2.7%	-6.2%	-1.7%	-15.9%	.	-12.6%	-10.7%	6.2%[59 µM]
COc1ccc(NC(=O)C2CCCN(C(=O)c3ccc(Cl)cc3)C2)cc1S(=O)(=O)N(C)C (stereo not given)	4.0%	-6.6%	-5.5%	-7.7%	-15.4%	-10.0%	.	.	?
CCC1CCCCN1C(=O)CSc1nc2c([nH]c3ccccc32)c(=O)n1C (stereo not given)	-15.3%	-3.9%	22.9%	-16.0%	4.6%	11.1%	6.2%	3.0%	0.4%[59 µM]
O=C(COc1ccc(S(=O)(=O)N2CCCCC2)cc1)NCc1cccnc1	-11.1%	-2.8%	6.3%[58.9 µM]	-10.6%	-9.9%	3.1%	-0.6%	-1.0%	16.0%
Cc1cccc(OCCCC(=O)Nc2ccc(S(=O)(=O)Nc3ncccn3)cc2)c1C	-27.9%	-11.4%	19.9%	-6.5%	-12.5%	-3.4%	-0.7%	-6.1%	.
COc1ccc(NC(=O)Cn2cnc3sc(C)c(S(=O)(=O)N4CCN(c5ccccc5OC)CC4)c3c2=O)cc1OC	-20.1%	3.6%	12.9%	-20.8%	-17.6%	.	14.9%	1.4%	0.4%[59 µM]
CN(C)C(=O)COC(=O)c1cccc(CN2C(=O)c3ccccc3C2=O)c1	-8.0%	-16.4%	152.6%[activator]	-12.0%[11.4 µM]	-10.7%	2.8%	-0.5%	2.4%	3.0%
Cc1ccc(C)c(NC(=O)CSc2nc(=O)n(CCN3CCOCC3)c3c2CCCC3)c1	?	-3.2%	30.4%[activator]	-2.8%	4.1%	13.5%	.	.	0.8%[0.501 µM]
Cc1cc(C)c(/C=C/c2onc(C)c2S(=O)(=O)N2CCC(C(=O)Nc3ccc(Cl)c(C(F)(F)F)c3)CC2)c(C)c1	-17.1%	-4.0%	7.4%	-10.5%	-8.7%[60.1 µM]	.	43.9%[activator]	0.6%	9.9%[59 µM]
CC(=O)c1c(C)nc2ccccc2c1N	-9.2%	11.7%	-7.3%	-10.0%	-14.6%	-2.7%	-1.2%	-1.4%	20.4%[59 µM]

Four entries picked at random from the list so far:
SMILES	Pol eta inh	BAZ2B block	POLI inh	JMJD2A Tudor inh	POLK inh	APE1 inh	POLB inh	BLM helicase inh	G9a block
Cc1cc(C)c(/C=C/c2onc(C)c2S(=O)(=O)N2CCC(C(=O)Nc3ccc(Cl)c(C(F)(F)F)c3)CC2)c(C)c1	-17.1%	-4.0%	7.4%	-10.5%	-8.7%[60.1 µM]	.	43.9%[activator]	0.6%	9.9%[59 µM]
COc1ccc(COc2ccsc2C(=O)Nc2ccc(Cl)cc2)cc1	-17.9%	-0.2%	7.2%	-18.0%	-20.2%	0.4%	?	-10.0%	10.7%[59 µM]
COC(=O)C1=C(O)/C(=C\c2ccc(O)c(OC)c2)N=C1C	-0.1%	-7.5%	?	-23.7%	-10.1%	-6.4%	-13.1%	-3.9%	?
O=C(Cn1cccc1C(=O)c1ccccc1)NCCN1CCOCC1	-10.7%	11.6%	-0.9%	-11.8%	-16.0%	6.0%	19.6%	3.9%	-12.8%[59 µM]
